MITF TRPM1 HTS: increases MITF-driven TRPM1 promoter luciferase signal; SK-MEL-5 TRPM1-promoter luciferase, 24 h; % of positive control, neutral wells = 0; activation, % at 12.5 µM; actives 0.75% (n = 300,000);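 active means mean activation of at least 80% with every replicate also reaching 80%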;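 further: 0% = neutral control wells and 100% = parthenolide positive control wells; values of inactives mirror those of a sister screen read the other way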
CDK5 inh: inhibitors of human CDK5/p35 kinase; Q00535+Q15078; Recombinant CDK5/p35, ADP-Glo luminescence, 60 min; inhibition, % at 10 µM; actives 0.01% (n = 330,000); AID 488839;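 active means highest replicate inhibition of at least 50% and at least 75% of replicates reaching 50%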;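 further: plate controls were DMSO neutral control for no effect and GW8510 at 10 µM for full effect; many of its hits are not listed in these tables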
Target sequence (Q00535 whole entry, looked up): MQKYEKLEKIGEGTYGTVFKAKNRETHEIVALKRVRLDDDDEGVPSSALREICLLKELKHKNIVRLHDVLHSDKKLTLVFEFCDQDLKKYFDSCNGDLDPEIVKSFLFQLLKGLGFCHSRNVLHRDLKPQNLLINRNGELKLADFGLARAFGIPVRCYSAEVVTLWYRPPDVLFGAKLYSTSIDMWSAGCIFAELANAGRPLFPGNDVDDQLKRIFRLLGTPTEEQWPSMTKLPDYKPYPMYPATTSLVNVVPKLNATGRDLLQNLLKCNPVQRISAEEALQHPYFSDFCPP
Target sequence (Q15078 whole entry, looked up): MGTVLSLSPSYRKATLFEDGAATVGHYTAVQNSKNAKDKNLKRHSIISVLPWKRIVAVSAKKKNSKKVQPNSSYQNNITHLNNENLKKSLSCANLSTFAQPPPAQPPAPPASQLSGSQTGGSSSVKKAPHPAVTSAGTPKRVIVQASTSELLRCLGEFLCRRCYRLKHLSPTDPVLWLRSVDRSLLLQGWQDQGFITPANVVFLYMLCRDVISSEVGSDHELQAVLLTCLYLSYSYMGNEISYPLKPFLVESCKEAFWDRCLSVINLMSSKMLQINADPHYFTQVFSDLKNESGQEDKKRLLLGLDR
CAL PDZ FP-1: inhibitors of human CAL PDZ peptide binding. actives 0.02% (n = 330,000). inhibition, % at 20 µM. purified CAL PDZ, TMR-peptide fluorescence polarization, 1 h. AID 504414;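 active means highest replicate inhibition of at least 40%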;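 further: plate controls were DMSO neutral control wells for no effect and unlabeled competitor peptide control wells for full effect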
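Material: tagged CAL PDZ domain; buffer or medium: 25 mM sodium phosphate pH 7.4, 150 mM NaCl, TCEP, IgG, Thesit; compound dosing: single point, 20 µM; schedule: 1 h incubation at room temperature before polarization reading; measured by: FP readout, S and P plane fluorescence; read-out basis: percent inhibition from loss of millipolarization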
dFosB act: activators of mouse delta FosB homodimer; activation, % at 25 µM; actives 0.99% (n = 340,000); AID 493131; purified delta FosB, TAMRA-CDK5 oligo fluorescence polarization; percent of positive-control signal above neutral wells;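 active means mean activation above about 17%, with every replicate also reaching it, limit read from the data, passing the limit was not always enough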;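 further: fluorescence polarization rise as delta FosB binds a TAMRA Cdk5 AP-1 oligo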
Target sequence (P13346 whole entry, looked up): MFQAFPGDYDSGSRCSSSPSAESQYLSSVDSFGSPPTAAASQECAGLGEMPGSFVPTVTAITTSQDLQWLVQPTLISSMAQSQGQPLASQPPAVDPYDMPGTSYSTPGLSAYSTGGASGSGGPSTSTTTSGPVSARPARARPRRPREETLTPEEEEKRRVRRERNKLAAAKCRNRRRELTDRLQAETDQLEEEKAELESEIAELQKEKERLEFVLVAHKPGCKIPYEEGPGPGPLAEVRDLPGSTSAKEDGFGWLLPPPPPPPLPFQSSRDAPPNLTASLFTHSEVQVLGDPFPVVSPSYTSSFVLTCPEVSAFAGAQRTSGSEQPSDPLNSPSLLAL
CAL PDZ FP-2: inhibitors of human CAL PDZ peptide binding; purified CAL PDZ, TMR-peptide fluorescence polarization, 1 h; actives 0.92% (n = 300,000); Q9HD26; AID 602252; inhibition, % at 24.9 µM;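 active means mean inhibition of at least 30% with at least half of replicates also reaching 30%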;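 further: 0% = DMSO neutral control and 100% = excess unlabeled competitor peptide PRC23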
V-ATPase pH: yeast V-ATPase proton transport regulation by pHLuorin; S. cerevisiae, pHLuorin cytosolic pH fluorescence; response, % at 10 µM; actives 0.37% (n = 350,000); AID 504577; in the data active means response mostly above about 7.3%, no sharp cut-off; inactive means mostly below about 5.4%; further: actives read high; inactives centre near 0; some compounds called inactive have numbers as strong as hits; reference of the scale not given here
cardiac RTF act: increases calcium sensitivity of human cardiac regulated thin filaments; activation, % at 7.2 µM; P19429+P45379; IANBD-labeled TnC RTF fluorescence at EC20 calcium; 0% EC20 calcium, 100% full calcium; AID 493008; actives 0.24% (n = 340,000);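 active means activation above the mean over all tested compounds plus 3 SD, cut at about 30% in these data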;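 further: rise in fluorescence read as greater calcium sensitivity of cardiac thin filaments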
Rtt109 Vps75: blocks Candida albicans Rtt109/Vps75 acetyltransferase activity; AID 540336; inhibition, % at 34.9 µM; purified Rtt109/Vps75, ThioGlo CoA-SH fluorescence, 4 h; actives 0.16% (n = 330,000);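 active means inhibition of at least 50% in every replicate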
Tat transport: blocks Tat-dependent protein export in E. coli; E. coli MC4100 TorA-mCherry Tat export, fluorescence; inhibition, % at 10 µM; actives 0.036% (n = 340,000); AID 488895;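 active means mean replicate inhibition at least 50% and at least half of replicates individually reaching 50%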;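 further: exported cargo escapes ClpAP degradation while cytoplasmic cargo is degraded and loses fluorescence; 0% = median of neutral control wells and 100% = median of NaSCN control wells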
Wnt bcat act: Wnt/beta-catenin pathway activation; Wnt/beta-catenin reporter cell assay, activator, plate reader; activation, % at 9.35 µM; actives 1.2% (n = 300,000); AID 743398; in the data active means activation above about 30%, passing the limit was not always enough;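 further: 0% = neutral control wells and 100% = positive control wells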
Numbers without * were called inactive; / = not tested or not shown; & = joins results of further samples.

SMILES	MITF TRPM1 HTS	CDK5 inh	CAL PDZ FP-1	dFosB act	CAL PDZ FP-2	V-ATPase pH	cardiac RTF act	Rtt109 Vps75	Tat transport	Wnt bcat act
O=C(NC1=NCCS1)c1csc2ccccc12	26	0.7	-2.3	-1	/	-2	3	-14	1	/
Cc1ccc(Nc2nc(=O)[nH]nc2C)cc1	1	1.9	-0.6	-6	/	7	-4	-19	-11	/
O=C(C1CCC(=O)N(C2CC2)C1)N1CCC(Oc2cccc(F)c2)CC1 (stereo unspecified)	-3	-6.0	0.5	-3	/	1	-4	14	-5	-2
CCCOc1ccccc1NS(=O)(=O)c1ccc2[nH]c(=O)[nH]c2c1	-1	-1.0	-1.8	-3	2	1	-1	-5	-1	-2
COc1ccccc1C(=O)Nc1c(C(=O)N2CCN(C)CC2)oc2ccccc12	12	1.5	-3.0	-16	-6	-3	0	15	-4	1
O=C(CCc1nnc(CCc2ccccc2)o1)NC(c1cccnc1)C(F)(F)F (stereo unspecified)	6	-0.5	-0.6	-2	-5	21	14	3	-1	0
CC(=C/C(=O)O)/C(=C\c1ccc(Br)o1)C(=O)O	-5	-1.1	-2.7	3	-2	2	-2	0	3	1
O=C(N1CCOCC1)N1CCN(Cc2ccccc2)CC1	4	0.7	-0.5	-3	-2	0	-1	-5	-6	-3
Cc1cc(NC(=O)COc2ccccc2C#N)no1	/	0.5	0.0	0	-5	0	-4	-7	4	19
O=C(/C=C/c1cccc(OCc2ccccc2)c1)c1cccnc1	3	-0.9	0.2	-4	-2	1	1	0	2	14
COc1ccc(Cl)cc1N1C(=O)CN(Cc2cc(OC)c(OC)c(OC)c2)C1=S	-12	-0.8	0.0	-6	2	-1	4	5	-11	-2
O=C(COC(=O)CN1C(=O)C2CCCCC2C1=O)Nc1cc(S(=O)(=O)N2CCOCC2)ccc1Cl (stereo unspecified)	0	-0.1	1.2	-3	-2	1	0	0	3	0
COc1cccc(C(=O)Nc2cc3c(cc2Br)OCCCO3)c1	80	-1.2	-2.2	-6	0	-8	-3	/	-5	22
COC(=O)c1[nH]c2ccccc2c1NC(=O)C(C)N1CC(C)OC(C)C1 (stereo unspecified)	/	0.6	-1.3	-6	/	3	/	-1	-9	-1
CCCCN(Cc1ccccc1)C(=O)C1CCC(=O)N(CCc2ccccn2)C1 (stereo unspecified)	5	-1.8	-1.1	-6	0	1	2	-5	-5	4

Later entries.
SMILES	MITF TRPM1 HTS	CDK5 inh	CAL PDZ FP-1	dFosB act	CAL PDZ FP-2	V-ATPase pH	cardiac RTF act	Rtt109 Vps75	Tat transport	Wnt bcat act
CCCN(CC(=O)Nc1ccc(F)c(F)c1F)C(=O)c1cc([N+](=O)[O-])ccc1N1CCOCC1	-2	-1.5	-2.5	-4	-7	0	-5	-1	4	-4
CCN(C(=O)COC(=O)/C=C/c1ccccc1Cl)c1c(N)n(Cc2ccccc2)c(=O)[nH]c1=O	-32	0.4	-0.4	0	-2	2	-6	/	-8	-2
CC(=O)Cc1nsc(NC(=O)c2ccc(COc3cccc(C)c3)o2)n1	-6	-0.9	-0.6	-9	-4	-2	1	-6	-2	2
O=S(=O)(c1ccccc1)N1CCNc2ccccc21	-14	1.5	-0.2	-4	-5	-6	5	-6	-1	4
CCSc1nnc(C)c(=O)n1COC(=O)c1ccc(S(=O)(=O)N2CCCC2)cc1	4	1.2	-0.4	-8	-3	0	-1	1	-3	-4
O=C(COc1coc(CN2CCN(c3ccccc3F)CC2)cc1=O)NC1CCCCC1	-5	1.6	-1.4	-14	/	3	2	-4	0	-4
O=C(c1cnccn1)N1CCN(S(=O)(=O)c2cccc(Cl)c2)CC1	2	2.5	0.5	3	/	0	-3	-3	-5	0
Cc1ccc(NC(=S)N(C)Cc2cn(C)c3ccccc23)cc1	6	-0.1	-0.9	-2	3	3	-9	2	0	4
Cc1onc(-c2c(F)cccc2Cl)c1C(=O)OCC(=O)NCc1ccco1	14	-1.4	-0.4	2	-1	2	-3	5	8	/
COc1ccccc1NCCC(=O)OCC(=O)NCc1ccco1	6	-0.8	-0.9	-8	5	-2	4	2	-8	/
CCNc1c(NC(=O)c2ccc3c(c2)OCO3)c(=O)oc2ccccc12	-7	/	-2.0	5	-9	-1	-3	-2	-5	2
N#Cc1ccc(C(=O)Nc2cccc3ccccc23)c(F)c1	6	0.1	-0.4	3	-2	-6	0	-3	-9	11
CC(C)CC(=O)NC(=S)Nc1ccc(N2CCCC2)c(Cl)c1	/	0.5	-0.3	-3	-4	2	/	-1	0	10
CN(/N=C/c1ccc(O)cc1O)c1nc(-c2ccccc2)cc(-c2ccccc2)n1	-9	-1.0	0.7	4	0	0	0	-2	2	0
COc1cc(OC)cc(C(=O)N2CCN(C(=O)c3ccc(OC)c(OC)c3)CC2)c1	-3	-0.7	-3.2	0	-2	-2	0	-7	-2	/

Carrying on.
SMILES	MITF TRPM1 HTS	CDK5 inh	CAL PDZ FP-1	dFosB act	CAL PDZ FP-2	V-ATPase pH	cardiac RTF act	Rtt109 Vps75	Tat transport	Wnt bcat act
CN(Cc1cnccn1)C(=O)CC1C(=O)NCCN1Cc1cccc(Oc2ccccc2)c1 (stereo unspecified)	7	-0.1	-0.2	-4	1	-2	-5	-4	2	-3
CCCCn1c(CNC(=O)C(C)(C)C)nc2ccccc21	/	0.4	-0.1	8	/	3	0	1	-1	-1
COc1ccc(C2C(C#N)=C(N)N(c3cccnc3)C3=C2C(=O)CC(C)(C)C3)cc1OC (stereo unspecified)	-4	-0.5	-2.1	-4	0	1	7	-10	2	-1
COc1ccccc1CNc1ncc(-c2ccccc2)n1C	20	-0.2	/	3	-2	0	-6	3	2	-2
O=C(COc1ccc(Cl)cc1)NCc1nnc(SCC(=O)N2CCCc3ccccc32)o1	-9	0.8	-0.5	1	-14	1	5	2	13	-5&-6
COc1cccc(CN(C)C(=O)CCN=C2NS(=O)(=O)c3ccccc32)c1	2	-5.3	-1.6	1	/	2	0	-3	0	-1
O=C1c2ccccc2NC2(CCCC2)N1O	-4	-0.2	0.0	1	2	-3	4	6	-5	/
O=C(Nc1cccc2c1CCCC2)c1ccc(F)cc1	/	-0.1	0.2	-6	-2	2	5	-2	-3	3
CC(=O)C1(O)C(C)CC2C3CCC4CC(O)CCC4(C)C3=CCC21C (stereo unspecified)	-10	0.8	-0.4	0	-5	0	2	-2	-7	/
COC(=O)CC1C(=O)NCCN1C(=O)c1c(F)cccc1F (stereo unspecified)	2	0.5	-1.0	2	7	0	-6	2	-1	-1
COc1ccc(NC(=O)CN(C)C(=O)c2ccccc2SCC(=O)N2CCCC2)cc1	12	1.2	-0.6	1	2	-3	-1	0	-7	0
Cc1nc(SCc2nc3ccc(C(=O)c4ccccc4)cc3[nH]2)c2oc3ccccc3c2n1	6	0.0	-2.8	-3	3	0	2	-4	5	-2
O=C(CN1CCOCC1)Nc1ccc(NC(=O)CN2CCOCC2)c(Cl)c1	/	-0.7	0.5	-5	-1	-7	4	11	7	2
COc1cc(/C=C(\C#N)C(=O)c2ccc(O)c(O)c2)cc(I)c1O	-8	-5.0	-0.5	-10	-4	2	9	22	-1	-2
Cc1cccc(NC(=O)CN(C)S(=O)(=O)c2ccc(Cl)cc2)n1	6	-1.1	1.2	0	/	0	-2	-19	4	/

Further compounds follow.
SMILES	MITF TRPM1 HTS	CDK5 inh	CAL PDZ FP-1	dFosB act	CAL PDZ FP-2	V-ATPase pH	cardiac RTF act	Rtt109 Vps75	Tat transport	Wnt bcat act
Cc1ccc(C23OCCN2CCn2nc4ccccc4c23)cc1 (stereo unspecified)	-11	-2.1	0.8	0	1	4	-5	-101	-9	-4
Cc1cc(=O)oc2cc(OC(C)C)ccc12	20	-0.3	-0.4	-4	-1	1	1	-21	-3	3
Cc1cc(C)cc(OCC(=O)OC/C(O)=C(\C#N)c2nc3ccccc3[nH]2)c1	-11	1.4	0.0	4	1	-2	5	-3	-7	/
CC1CC(C)(C)CC2(C1)NC(=O)N(CC(=O)NCCc1c[nH]c3ccccc13)C2=O (stereo unspecified)	-3	-0.8	-1.7	0	0	-2	0	7	-7	/
CCN1CCCC1CNS(=O)(=O)c1ccc(Cl)c(C(F)(F)F)c1 (stereo unspecified)	-4	0.4	-0.1	-3	4	0	-1	-6	-5	-1
Cc1cc(C(=O)OCC(=O)NC2(C#N)CCCCC2)c(C)o1	3	-2.7	-0.4	6	6	3	2	-2	5	-2
N#Cc1ccc(Oc2nc(C#N)cc(-c3ccccc3)n2)cc1	-17	-0.3	0.2	-2	-2	1	3	6	-17	0
COc1cc(OC)cc(C(=O)NNC(=O)c2nn(C)c(=O)c3ccccc23)c1	1	-0.9	-0.8	-5	-8	0	-5	1	2	0
Clc1ccc2c(c1)C1CC2CCN1Cc1ccccc1 (stereo unspecified)	-2	-1.2	0.4	5	-1	-1	-13	2	-2	-1
CC(=O)NS(=O)(=O)c1ccc(NC(=O)c2ccc(Br)o2)cc1	/	-0.2	-1.7	3	-1	-2	0	11	7	-2
Cc1ccc(C)c(-c2cc(C(=O)NC3CC3)c3ccccc3n2)c1	7	0.5	-0.3	-2	-2	3	-3	-5	-2	-1
NC(N)=Nc1nc(-c2ccccc2)c2ccccc2n1	-22	-2.4	-11	-29	11	-2	4	3	23	1
CCOc1ccc(S(=O)(=O)N2CCN(C(=O)c3ccc(Cl)c(S(=O)(=O)N4CCOCC4)c3)CC2)cc1	-19	0.1	-0.8	-4	3	2	2	4	15	-1
COc1ccc(Br)cc1CNC(=O)C1CCN(C(=O)N(C)C)CC1	-1	-0.6	0.0	10	4	1	6	6	-3	0
Cc1ccc(NC(=O)c2cc(S(=O)(=O)NCCC3=CCCCC3)ccc2F)cc1F	-11	-0.3	-2.2	-1	-4	0	10	17	-12	-11

Going on with the list:
SMILES	MITF TRPM1 HTS	CDK5 inh	CAL PDZ FP-1	dFosB act	CAL PDZ FP-2	V-ATPase pH	cardiac RTF act	Rtt109 Vps75	Tat transport	Wnt bcat act
CCOC(=O)C1=C(C)c2ccccc2N(S(=O)(=O)C(F)(F)F)C1C(=O)OCC (stereo unspecified)	6	0.5	1.5	-2	-1	-3	-1	-7	-7	-1
O=C(NCC(c1ccco1)N1CCCC1)c1cccc(NS(=O)(=O)c2ccc(Br)cc2)c1 (stereo unspecified)	7	1.8	-1.6	3	-1	0	-8	-4	4	-2
CC1CCCCC12NC(=O)N(CC(=O)OCc1ccccc1Cl)C2=O (stereo unspecified)	2	-1.0	-2.5	2	-3	4	-10	29	-6	0
Cc1ccc2nc(SCC(=O)NCc3cccs3)[nH]c2c1	-11	-1.1	-0.6	1	-3	1	-3	-7	-5	1
Cc1ccc(/C=C/S(=O)(=O)NCC(=O)OCC(=O)Nc2ccc(C(=O)N(C)C)cc2)cc1	0	-0.6	-0.8	-5	-15	1	-1	-7	3	3
COc1ccc(CCN(C(=O)C(F)(F)F)C(C(=O)NC2CCCCC2)c2cccs2)cc1 (stereo unspecified)	3	0.2	-2.4	-6	-2	0	-4	-3	-3	-12
Cc1ccc(OC2=NS(=O)(=O)c3ccccc32)cc1	/	-1.8	0.4	-10	18	-7	4	8	-8	-3

High-throughput results deposited in PubChem by several laboratories.
